# Screens from PubChem BioAssay.
# FUS yeast rescue = suppressors of FUS proteinopathy in yeast; S. cerevisiae FUS-expressing, growth rescue, OD600, 24 h; Potency, µM (series often up to 76.6 µM), without a hit: at the top dose growth rescue (activation), most hits filed as activators; hit rate 0.24% among 390,000; AID 1347120;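 note: plate controls were DMSO vehicle for no effect and reference control for full effect; nearly all actives have a fitted effect of over 55% in size; some results filed as inactive show a strong effect at the top dose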
#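 Absorbance at 600 nm, taken 24hr after compound addition, measured rescue of FUS-yeast growth at 30C. Induction used 2% galactose with seeding at OD 0.005. Controls: CP55940 from 92uM final, DMSO only.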
# EPAC2 antag = EPAC2 (human) antagonism; EPAC2 GEF exchange of Rap1B-BODIPY-GDP, fluorescence; Potency, µM (highest dose often 114 µM), without a hit: top-dose activity, negative = inhibition, most hits filed as inhibitors; hit rate 0.18% among 360,000; AID 720708; note: % is set by controls: 0 for no effect and ±100 for the full control effect; nearly all actives have a fitted effect of over 45% in size; many of its hits are not listed in these tables
# Target sequence (Q8WZA2 whole entry, looked up): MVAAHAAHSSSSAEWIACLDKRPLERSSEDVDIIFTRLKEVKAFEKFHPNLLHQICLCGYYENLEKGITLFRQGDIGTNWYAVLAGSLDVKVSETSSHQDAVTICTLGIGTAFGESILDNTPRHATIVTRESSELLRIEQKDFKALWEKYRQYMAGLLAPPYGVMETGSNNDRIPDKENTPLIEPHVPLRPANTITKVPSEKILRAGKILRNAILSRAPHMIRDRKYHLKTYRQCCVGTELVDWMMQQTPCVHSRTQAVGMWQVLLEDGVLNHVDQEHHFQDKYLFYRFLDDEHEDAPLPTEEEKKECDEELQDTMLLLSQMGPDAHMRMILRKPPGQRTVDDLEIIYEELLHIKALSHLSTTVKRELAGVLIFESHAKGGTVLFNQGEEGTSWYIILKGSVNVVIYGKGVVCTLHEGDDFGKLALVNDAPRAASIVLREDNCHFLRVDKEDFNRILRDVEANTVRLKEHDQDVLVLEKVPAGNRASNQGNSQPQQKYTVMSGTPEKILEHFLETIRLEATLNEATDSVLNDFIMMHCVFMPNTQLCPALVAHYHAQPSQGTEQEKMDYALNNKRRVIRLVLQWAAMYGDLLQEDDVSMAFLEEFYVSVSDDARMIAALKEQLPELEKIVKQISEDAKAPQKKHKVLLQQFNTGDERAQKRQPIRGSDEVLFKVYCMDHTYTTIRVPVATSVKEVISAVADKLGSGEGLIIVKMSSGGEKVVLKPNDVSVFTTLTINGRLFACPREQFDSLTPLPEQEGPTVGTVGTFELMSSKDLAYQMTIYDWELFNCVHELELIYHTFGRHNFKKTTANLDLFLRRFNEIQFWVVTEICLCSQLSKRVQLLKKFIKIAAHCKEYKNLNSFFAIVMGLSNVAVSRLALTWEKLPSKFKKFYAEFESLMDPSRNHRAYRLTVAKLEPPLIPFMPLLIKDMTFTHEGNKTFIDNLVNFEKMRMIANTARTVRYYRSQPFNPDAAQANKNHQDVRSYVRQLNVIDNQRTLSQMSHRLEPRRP
# aSyn yeast inh = inhibitors of alpha-synuclein toxicity in yeast | Yeast expressing alpha-synuclein, growth rescue, BacTiter-Glo, 24 h | Potency, µM (highest dose often 46.1 µM), inactives show top-dose growth rescue (activation), usual class: activators | hit rate 0.14% among 370,000; note: % of control where 0% means no effect; nearly all actives have a fitted effect of over 65% in size
#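 Readout is rescue of growth in alpha-synuclein-expressing yeast, so inhibitors of toxicity appear as activators. Growth after 24 hr at 30 deg C in galactose medium is quantified by luminescence.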
# TDP43 rescue = TDP-43 toxicity inhibition in yeast; TDP-43 expressing yeast growth rescue, BacTiter-Glo, 24 h; Potency, µM (series often up to 46.1 µM), without a hit: at the highest dose growth rescue (activation), most hits filed as activators; AID 652104; hit rate 1.8% among 410,000; note: % of control where 0% means no effect; nearly all actives have a fitted effect of over 50% in size
#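 Luminescence from BacTiter-Glo reports growth of TDP-43-expressing yeast after 24 hr at 30 deg C with compound. Cells were raffinose-pregrown to mid-log, then seeded in galactose medium at OD600=0.02.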
# EPAC2 ag = activates human EPAC2 exchange factor | Q8WZA2 | EPAC2 activation, biochemical qHTS; response scale: 100% = 6.5 mM cAMP response | Potency, µM (doses to about 154 µM), inactives show top-dose activation, actives largely listed as activators | hit rate 0.079% among 360,000; note: nearly all actives have a fitted effect of over 50% in size
#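 Exchange assay: 100 nM EPAC2 with 250 nM Rap1B-BODIPY-GDP and 50 uM GDP. Fluorescence (ex 480/em 540 nm) read every 5 min for 30 min at room temperature. Data normalized to 6.5 mM cAMP as agonist control.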
# EPAC1 antagonist = antagonists of human EPAC1. Potency, µM (titrated, usually from 115 µM), for inactives: at the highest dose activity change, negative = inhibition, hits mostly inhibitors. hit rate 0.14% among 360,000. EPAC1 GEF assay, Rap1b-BODIPY-GDP exchange fluorescence;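 note: plate controls were vehicle for no effect and positive control for full effect; nearly all actives have a fitted effect of over 50% in size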
# EPAC1 ag = activates human EPAC1 exchange factor | EPAC1 agonist qHTS, biochemical assay; response scale: 100% = response to 6.5 mM cAMP | Potency, µM (top dose mostly 154 µM), for the others: top-dose activation, actives largely listed as activators | hit rate 0.073% among 360,000; note: nearly all actives have a fitted effect of over 60% in size
#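 Nucleotide exchange by EPAC1 (100 nM) on Rap1B–BODIPY-GDP (250 nM) in the presence of 50 uM GDP is tracked fluorescently at 480/540 nm over 30 min. Signals are normalized to a 6.5 mM cAMP control.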
# PTHR1 agonist = PTHR1 (human) receptor agonism | Q03431 | HEK293 GP2 PTHR1 cells, GloSensor cAMP luminescence, 1 h | Potency, µM (highest dose often 115 µM), without a hit: top-dose activation, actives largely listed as activators | hit rate 0.075% among 410,000; note: nearly all actives have a fitted effect of over 55% in size; some results filed as inactive show a strong effect at the top dose; inactives centre near -15; many of its hits are not listed in these tables
#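 HEK-293-derived GP2 cells expressing PTHR1 and a GloSensor cAMP reporter, 3,000/well, plated overnight, given luciferin plus IBMX (each 0.5 mM as added) for 1 h at 37 °C, then compound for 1 h at 37 °C. Luminescence was read after 15 min at room temperature.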
# * marks the source's active call; other numbers are inactive results; i = inactive; u = inconclusive; x = no result given; [ ] = dose if it differs, or a comment. Calls come from the whole dose curve; as a rule, active = well fitted curve in the direction sought with a large enough effect; inconclusive = small, poorly fitted or top-dose-only effect, or another doubt; inactive = no such curve, though single readings can be large; an effect the other way counts as inactive or inconclusive. Potency is the fitted concentration of half-maximal effect. Only part of the results is shown; count on the stated rates, not on these rows.
SMILES,FUS yeast rescue,EPAC2 antag,aSyn yeast inh,TDP43 rescue,EPAC2 ag,EPAC1 antagonist,EPAC1 ag,PTHR1 agonist
O=C(NC(=S)Nc1nc(-c2cccc([N+](=O)[O-])c2)cs1)c1cc(Cl)ccc1Cl,25%,-1%,-3%,-9%[9.22 µM],19%,-12%,3%,-86%[inhibitor]
COCc1ccc([C@@H]2C[C@H]3CN(Cc4cccnc4)C(=O)[C@]34CCCN24)o1,7%,-1%,0%,0%,8%,-28%,-4%,i
COc1cc(C)c(CNc2cccc(C)c2)cc1C,-5%,-26%,9%,5%,26%,-10%,23%,-8%[57.5 µM]
COc1cc(Cc2cc(N)nc(N)n2)cc(OC)c1OC,-2%,2%,0%,14%,6%,-13%,-1%,-4%
CCn1c(SCC(=O)c2ccc(NC(C)=O)c(OC)c2)nnc1-c1ccc(NS(C)(=O)=O)cc1,11%,-7%,2%,1%,1%,-14%,4%,-20%
C/C(=C\C(=O)c1ccc(C)o1)Nc1ccc(C(=O)O)cc1C,10%,8%,4%,10%,1%,3%,4%,i
COc1ccc(-c2noc(CCC(=O)NCC3CCCO3)n2)cc1OC (centres undefined),-6%,4%,3%,-1%,3%,-11%,7%,i
O=C(CCN1CCCCC1)c1ccc2c(c1)OCO2,-34%,7%,-2%,-17%,-8%,5%,1%,-6%[57.5 µM]
CCOc1cc(/C=N/N=C2/NC(=O)C(CC(=O)O)S2)ccc1OCc1ccc(Cl)cc1 (centres undefined),11%,1%,-7%,-7%,-3%,10%,9%,-9%
Nc1cc(=O)[nH]c(=O)n1-c1cccc(F)c1,7%,12%,-9%,-29%,-10%,7%,3%,i
CN=C1SC(CC(=O)Nc2ccc(C(=O)O)cc2)C(=O)N1C (centres undefined),8%,8%,-1%,-23%,7%,16%,0%,-17%
O=C(Nc1nc2c(s1)CN(Cc1ccccc1)CC2)c1cccc(S(=O)(=O)N2CCc3ccccc32)c1,u,34%[activator],7%,2%,19%,27%,u,u
O=C(CSc1ccc2ccccc2c1)NCc1cccs1,10%,-11%,6%,u,12%,3%,4%,-27%
COc1ccc(S(=O)(=O)Cc2ccc(C(=O)NCc3cccs3)o2)cc1,-5%,-10%,3%,-8%,14%,-18%,-1%,-56%[inhibitor]
O=C(NCCCn1ccnc1)c1cccc(Cl)c1,-3%,4%,0%,20%,3%,1%,-6%,-4%

# The list goes on; the last two above are carried over.
SMILES,FUS yeast rescue,EPAC2 antag,aSyn yeast inh,TDP43 rescue,EPAC2 ag,EPAC1 antagonist,EPAC1 ag,PTHR1 agonist
COc1ccc(S(=O)(=O)Cc2ccc(C(=O)NCc3cccs3)o2)cc1,-5%,-10%,3%,-8%,14%,-18%,-1%,-56%[inhibitor]
O=C(NCCCn1ccnc1)c1cccc(Cl)c1,-3%,4%,0%,20%,3%,1%,-6%,-4%
CCOc1ccccc1N(CC(=O)Nc1ccccc1C(=O)OC)S(C)(=O)=O,-17%,3%,0%,-5%,5%,0%,9%,i
Cc1c(C)c2c(OCC(=O)N3CCC(C(N)=O)CC3)cc3c(c2oc1=O)CCC(C)(C)O3,7%,-16%,1%,-8%,10%,-9%,-13%,-24%
COc1ccc(/C=N/NC(=O)C(=O)Nc2ccccn2)cc1OC,-22%,8%,-7%,-2%,0%[15.6 µM],-4%,2%,-6%[57.5 µM]
COc1ccc(S(=O)(=O)N2CCC(O)(c3ccc(Cl)cc3)CC2)cc1OC,22%,-10%,0%,9%,14%,-3%,1%,-19%
COCCn1cnnc1SCC(=O)Nc1sccc1C(N)=O,-6%,18%,1%,-5%,7%,-1%,0%,i
CCn1nc(C)cc1C(=O)NC1CC(C)(C)Cc2c1cnn2-c1cccc(F)c1 (centres undefined),27%,8%,-1%,11%,8%,3%,20%,-15%
CN1OC[C@@H]2CN[C@H](c3ccc(-c4cc5ccccc5o4)cc3)C[C@@H]21,-3%,2%,-6%,3%,-8%,12%,3%,-18%
CCCCCc1cccnc1,-36%,20%,6%,-8%,3%,9%,-2%,0%
COC(=O)c1cc(Br)ccc1NC(=O)Nc1ccc(C)cc1,25%,-7%,5%,18%,-5%,-4%,13%,-4%[57.5 µM]
CC1CCN(Cc2csc(N)n2)CC1,-5%,-2%[57.1 µM],1%,6%,-19%,-9%,-2%,i
CCOc1ccc(-c2nnn(CC(=O)N3CCCC3)n2)cc1OCC,8%,-3%,-1%,-2%,6%,-35%,0%,-10%[57.5 µM]
O=C(c1ccc(-c2ccccc2)cc1)N1CCN(c2nc3ccccc3o2)CC1,-9%,6%,-2%,u,11%,-8%,-12%,i
Cc1cnc(C(=O)OCC(=O)Nc2cc(Cl)cc(Cl)c2)cn1,6%,-1%,-2%,7%,3%,-3%,0%,-8%[57.5 µM]
COc1n[nH]c2nncnc12,-11%,4%,-1%,-1%,0%,8%,3%,i
Cc1nn2cc(-c3ccc(-c4ccccc4)cc3)nc2s1,-11%,-5%,3%,25%,7%,-11%,8%,-4%[57.5 µM]
O=C(NCc1ccc(F)cc1)c1ccc(NC(=O)C2CCCO2)cc1 (centres undefined),10%,-7%,8%,-4%,4%,0%,6%,i
c1ccc(-c2cc3cc4c(cc3cn2)OCO4)cc1,-8%,-9%,-2%,u,16%,-15%,8%,i
CSc1ccc(CN(C)C(C)C(=O)NCc2ccccc2)cc1 (centres undefined),15%,-7%,-1%,-18%,2%,-5%,-6%,i
CC(=O)Oc1ccc(C(=O)Nc2cc(NC(=O)c3ccc(OC(C)=O)cc3)cc(C(=O)NC(C)(C)C)c2)cc1,x,3%,-3%,12%,-9%,-18%,-7%,-23%
COc1ccc(-c2nnc(COc3ccc4ccccc4c3)o2)cc1OC,11%,-5%,0%,u,16%,-7%,0%,i
O=c1cc(CSCc2ccc(Cl)cc2)[nH]c(=O)[nH]1,0%,5%,1%,15%,2%,3%,-2%,i
Cc1ccccc1C(=O)N(C)c1ccccc1C(=O)NCc1ccccc1,x,-6%,1%,3%,-3%,9%,3%,i
CCOc1cc(CNCc2cccs2)cc(Br)c1OC,-5%,4%,0%,18%,15%,-8%,-1%,-8%[57.5 µM]
O=C(COC(=O)CCc1nc2ccccc2s1)Nc1ncc(Cl)cc1Cl,16%,3%,-8%,-8%,-3%,3%,-8%,i
CCN(CC)C(=O)C1CCCN(C(=O)c2oc3ccc(C)cc3c2C)C1 (centres undefined),14%,2%,-3%,17%,2%,5%,4%,-16%
Cc1ccc(-c2nn(-c3ccccc3Cl)cc2C(=O)NCC2CCCO2)cc1 (centres undefined),20%,-3%,2%,u,3%,4%,6%,i
CCOc1ccc(Br)cc1S(=O)(=O)Nc1ccc(C(=O)OC(C)C(=O)N(C)c2ccccc2)cc1 (centres undefined),33%,-3%,5%,15%,-4%,-3%,18%,-3%
CCCC(=O)N(Cc1cc(=O)[nH]c2ccccc12)c1ccc(C)cc1C,-1%,-29%,6%,6%,-1%,-10%,8%,-13%
O=C(COc1ccc2ccccc2c1Br)NNC(=O)Nc1ccccc1,19%,0%,0%,-12%,-4%,u,5%,i
COCCCN1C(=O)C(CC(=O)NCc2cccs2)CC(C(=O)N(C(C)C)C(C)C)=C1C (centres undefined),-12%,2%,-5%,-2%,4%,12%,-10%,-18%
CCCC1CC(C)(C(=O)CSc2n[nH]c(-c3ccccc3)n2)OC1=O (centres undefined),16%,-1%,10%,-17%,8%,-3%,2%,-6%[57.5 µM]
CCCCNS(=O)(=O)c1ccc2nc(-c3cccnc3)cc(C(=O)NCC(OC)OC)c2c1,-20%,4%,-5%,13%,-9%,-6%,-9%,-23%
Cc1cc(N2C(=O)C(O)=C(C(=O)c3cc4ccccc4o3)C2c2cccs2)no1 (centres undefined),30%,1%,8%,-27%,-20%,u,-18%,-6%
NC1=NC[C@H](Cc2ccccc2)N1CC1CCCCC1,-6%,26%,4%,-3%,4%,-10%,4%,i
O=C(c1nnc(Cc2ccc(Cl)cc2)o1)N1CCOCC1,-19%,7%,7%,21%,1%,-10%,-3%,i
CCSc1ncnc2c(C#N)c3n(c12)CCCCC3,-13%,0%,10%,17%,12%,-9%,9%,i
CC(=O)N/C(=C\c1ccccc1)C(=O)OCC(=O)N(CC(C)C)c1c(N)n(Cc2ccccc2)c(=O)[nH]c1=O,16%,-1%,3%,-14%,2%,5%,0%,u
O=C(Nc1ccc(S(=O)(=O)Nc2ccccn2)cc1)c1cccc(Cl)c1,14%,0%,3%,-12%,6%,8%,7%,i
O=C1CN(C(=O)c2cc(Br)c(Br)s2)c2ccccc2N1,8%,-9%,19%,1%,5%,-3%,9%,i

# Whole records, looked up by structure. Values in the order: FUS yeast rescue, EPAC2 antag, aSyn yeast inh, TDP43 rescue, EPAC2 ag, EPAC1 antagonist, EPAC1 ag, PTHR1 agonist
# Record of O=C(Nc1ccc(S(=O)(=O)Nc2ccccn2)cc1)c1cccc(Cl)c1 = 14%, 0%, 3%, -12%, 6%, 8%, 7%, i
# Record of CC(=O)N/C(=C\c1ccccc1)C(=O)OCC(=O)N(CC(C)C)c1c(N)n(Cc2ccccc2)c(=O)[nH]c1=O = 16%, -1%, 3%, -14%, 2%, 5%, 0%, u
# Record of CCCC1CC(C)(C(=O)CSc2n[nH]c(-c3ccccc3)n2)OC1=O (centres undefined) = 16%, -1%, 10%, -17%, 8%, -3%, 2%, -6%[57.5 µM]
# Record of CCCCNS(=O)(=O)c1ccc2nc(-c3cccnc3)cc(C(=O)NCC(OC)OC)c2c1 = -20%, 4%, -5%, 13%, -9%, -6%, -9%, -23%
# Record of O=C1CN(C(=O)c2cc(Br)c(Br)s2)c2ccccc2N1 = 8%, -9%, 19%, 1%, 5%, -3%, 9%, i
